MrgX1 ag = activates human MrgX1 receptor signaling | Q96LB2 | MrgX1-HEK293 cells, Fluo-4 calcium fluorescence, agonist mode; active compounds read high | B-score at 10 µM | 310,000 compounds, 0.44% hits | AID 588627;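 active means calcium response B-score plate-corrected fluorescence ratio at least 3 library SD, with starting fluorescence B-score inside 5 SD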
Target sequence (Q96LB2 whole entry, looked up): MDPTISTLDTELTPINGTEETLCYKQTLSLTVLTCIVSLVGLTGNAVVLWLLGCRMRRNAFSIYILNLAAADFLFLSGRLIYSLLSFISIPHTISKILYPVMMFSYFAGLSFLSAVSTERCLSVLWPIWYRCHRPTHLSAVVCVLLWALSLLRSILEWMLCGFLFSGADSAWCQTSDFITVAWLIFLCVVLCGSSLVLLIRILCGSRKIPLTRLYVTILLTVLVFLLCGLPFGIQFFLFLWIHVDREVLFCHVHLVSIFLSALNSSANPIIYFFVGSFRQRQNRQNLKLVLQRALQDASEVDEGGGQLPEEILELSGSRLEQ
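Material: MrgX1-expressing HEK293 cells / Dosing: compound as first of three additions / Incubation: overnight seeding, then 1 h dark dye loading / Signal: Fluo-4 NW calcium fluorescence / Evaluation: B-scored fluorescence response ratio / Benchmarks: positive and negative control wells on each plate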
MrgX1 PAM = human MrgX1 positive allosteric modulation, primary screen | AID 588675 | B-score at 10 µM | MrgX1-HEK293, Fluo-4 calcium flux, FDSS; active compounds read high | 310,000 compounds, 0.63% hits | Q96LB2;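 active means plate-corrected calcium response at least 3 library SD above typical, normal starting fluorescence, not activating the receptor alone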;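 further: compound read alongside a low EC10 to EC30 dose of BAM8-22 agonist; peak minus trough fluorescence over baseline measured at the second addition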
HIF activator = HIF pathway transcriptional activation | 300,000 compounds, 0.32% hits | U2OS HRE-luciferase reporter, luminescence; normalized: DMSO 0%, desferrioxamine 100% | activation, % at 7.5 µM (by protocol) | AID 1910;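 active means mean activation of at least 10% of the iron chelator positive control signal, with at least half of replicates also reaching 10%; inconclusive means mean and replicate majority disagree about reaching 10%; inactive means mean and most replicates under 10%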
RGS4 block = inhibitors of human RGS4. AID 463165. 310,000 compounds, 0.45% hits. HEK293 M3R/RGS4 inducible, Fluo-4 calcium flux; active compounds read high; triggered by carbachol at its EC20. B-score at 10 µM;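 active means B-score, a plate-corrected calcium signal, over three deviations above library mean, with baseline fluorescence within five deviations of library mean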;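 further: RGS4 expression induced by doxycycline in cells with stable M3 receptor; B-score is computed from the integrated fluorescence ratio over baseline after carbachol; higher B-score means a larger calcium signal and so more RGS4 inhibition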
Target sequence (P49798 whole entry, looked up): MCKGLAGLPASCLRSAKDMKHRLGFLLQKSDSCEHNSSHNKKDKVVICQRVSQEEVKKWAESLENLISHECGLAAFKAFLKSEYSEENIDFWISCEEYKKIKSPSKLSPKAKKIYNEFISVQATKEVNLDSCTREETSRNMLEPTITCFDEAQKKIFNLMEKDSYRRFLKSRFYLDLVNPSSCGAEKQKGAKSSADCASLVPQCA
RGS4 pot = potentiators or activators of RGS4 | AID 463111 | B-score at 10 µM | HEK293 M3R/inducible RGS4, carbachol calcium flux Fluo4; active compounds read low | 310,000 compounds, 0.92% hits;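 active means B-score of the integrated calcium signal more than 4 SD below the library mean, with starting fluorescence not abnormally high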;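 further: negative B-score means reduced calcium response which marks RGS4 activation or potentiation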
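Test system: HEK293 cells with stable M3R and inducible RGS4; also added: carbachol at ECmax as muscarinic agonist stimulus; schedule: dye loading 30 min 37 °C, buffer rest 30 min RT; technique: kinetic calcium fluorescence imaging with Fluo4-AM dye, 2 µM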
TRPC6 inhibitor = blocks the mouse TRPC6 cation channel. B-score at 10 µM. AID 2553. HEK293-TRPC6, membrane potential dye, ACh-evoked depolarization; active compounds read low. 310,000 compounds, 1.1% hits;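 active means B-score under library mean minus 3 SD, initial fluorescence not abnormally high, positive integrated signal ratio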;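 further: B-score derived from integrated fluorescence ratio over the kinetic read; more negative B-score means stronger inhibition of depolarization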
Platelet DG rel = platelet dense granule release activity; human platelet-rich plasma, SFLLRN dense granule ATP release, luminescence; inhibition, %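 (compounds screened at 7.5 µM in platelet-rich plasma)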; 300,000 compounds, 0.22% hits; AID 1663;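 active means mean replicate score, as percent of positive control, at or above 50; inconclusive means mean below 50 but at least one replicate at or above 50; inactive means mean and every replicate below 50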
TRPC4 block = blocks the mouse TRPC4 cation channel; HEK293 TRPC4beta/mu-opioid, DAMGO-evoked Fluo4 calcium flux; active compounds read low; AID 2247; 300,000 compounds, 0.39% hits; B-score at 10 µM; Q9QUQ5;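 active means B-score over 3 SD under the library average, no early fluorescence shift, positive overall ratio signal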
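Assay system: HEK293 cells with stable TRPC4beta plus mu-opioid receptor expression. Dosing: single dose. Measured by: Fluo4 Ca2+ flux fluorescence. Also added: DAMGO in two steps, submaximal then maximal. Read-out: B score from integrated Fluo4 fluorescence ratio.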
SKKanGAS inh = inhibitors of SKKanGAS S. pyogenes growth in kanamycin (SK-promoter or general growth effect) | BacTiter-Glo, 6 h | AID 1662 | 300,000 compounds, 1.3% hits | inhibition, % at 7.5 µM;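 active means mean replicate score, as percent of positive control median, at least 50; inconclusive means mean below 50 but one replicate at or above 50; inactive means mean and every replicate below 50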;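 further: strain carries kanamycin resistance gene driven by streptokinase promoter and grows in 40 µg/ml kanamycin; loss of luminescence reflects streptokinase promoter inhibition or plain growth inhibition; 0% = median of DMSO wells and 100% = positive control at its reference dose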
MrgX1 antag = blocks BAM8-22 activation of human MrgX1 receptor; Q96LB2; MRGX1-HEK293 calcium flux, Fluo-4, BAM8-22 antagonism; active compounds read low; B-score at 10 µM; 310,000 compounds, 1.3% hits; AID 588676;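 active means calcium-response B-score plate-corrected more than 3 library SD below zero, starting fluorescence within 5 deviations, no agonist response on first addition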;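 further: peak minus trough fluorescence over baseline after final BAM8-22 challenge near maximal dose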
TRPC6 act = activates the mouse TRPC6 cation channel; 310,000 compounds, 0.13% hits; HEK293-TRPC6 membrane potential dye fluorescence; active compounds read high; B-score at 10 µM; Q61143; AID 2550;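 active means B-score of the integrated fluorescence ratio above library mean plus 3 SD, and starting fluorescence ratio within library mean plus 5 SD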;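 further: higher score means more depolarization so channel activation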
The depositor's hits bear a star; i = inactive; ? = inconclusive; . = not tested or not shown.

structure | TRPC6 act | RGS4 block | MrgX1 PAM | TRPC6 inhibitor | HIF activator | RGS4 pot | SKKanGAS inh | MrgX1 antag | TRPC4 block | MrgX1 ag | Platelet DG rel
COc1cc(NC(=O)CN(C)S(=O)(=O)c2ccc3c(c2)CC(C)N3C(C)=O)cc(OC)c1 (configuration not stated) | i | i | i | i | -0.2 | i | -12 | i | i | i | -7
Cn1ncc([N+](=O)[O-])c1C(=O)NC1CCCCC1 | i | i | i | i | 0.1 | i | 9 | i | i | i | -2
O=C(CCc1ccccc1O)NC1CCCc2ccccc21 (configuration not stated) | i | i | i | i | 0.4 | i | 7 | i | i | i | -11
CC(C)=NOc1nc(N(C)C)nc(N2CCOCC2)n1 | i | i | i | i | -0.7 | i | -5 | i | i | i | -30
O=C1CC(c2ccccc2)CC(O)=C1C=NCCCO (configuration not stated) | i | i | i | i | 0.3 | i | 0 | i | i | i | -4
COc1ccccc1CC(Cc1nc2ccccc2[nH]1)c1nc2ccccc2[nH]1 (configuration not stated) | i | i | i | i | 0.0 | i | 23 | i | -6* | i | 2
O=C(Nc1ccccc1)Oc1cccc(Br)c1 | i | i | i | i | 3.4 | i | 4 | i | i | i | 9
COc1ccccc1N1C(=NC(=O)CCC2CCCC2)SC2CS(=O)(=O)CC21 (configuration not stated) | i | i | i | i | 0.1 | i | -1 | i | i | i | 8
CCOC(=O)c1c(NC(=O)COC(=O)c2ccccn2)sc2c1CCC2 | i | i | i | i | -0.5 | i | 15 | i | i | i | -2
NC(=O)C1CNc2ccccc2O1 (configuration not stated) | i | i | i | i | -0.3 | i | -4 | i | i | i | -18
Nc1ccnn1-c1ccccc1 | i | i | i | i | ? | i | 9 | i | i | i | 11
CCN(C(=O)CSc1cc(C)c2ccccc2n1)C1CCS(=O)(=O)C1 (configuration not stated) | i | i | i | i | -0.9 | i | -10 | i | i | i | 7
COc1cccc(N/N=C(\C#N)S(=O)(=O)C(C)(C)C)c1 | i | i | i | i | -0.4 | i | 1 | i | i | i | 1
CCC(C)[C@H](NC(=O)OC(C)(C)C)C(=O)NCC1CCC(C(=O)N[C@@H](Cc2ccccc2)C(=O)O)CC1 (some centres not stated) | i | i | i | i | -0.6 | i | 3 | i | i | i | 19
O=C(O)c1cc([N+](=O)[O-])ccc1NCc1ccccc1Cl | i | i | i | i | -0.1 | i | 20 | i | i | i | 6
O=C(c1cn(-c2ccc(Cl)c(Cl)c2)nn1)C1CC1 | i | i | i | i | 3.4 | i | 6 | i | i | i | 2
Cc1c(C(=O)N2CCc3ccccc3C2)oc2ccc(S(=O)(=O)N3CCCCCC3)cc12 | i | i | i | i | -0.5 | i | 9 | i | i | i | 15
Cc1cc(CNC(=S)Nc2ccc(Br)cc2Cl)nn1C | i | i | i | i | -0.7 | i | 8 | i | i | i | -2
CC(NC(=O)COc1ccccc1)C(c1cccs1)N1CCCC1 (configuration not stated) | i | i | i | i | -0.4 | i | 0 | i | i | i | 0
CCOc1ccccc1NC(=S)Nn1cnnc1 | i | i | i | i | -0.4 | i | -4 | i | i | i | -3
O=C(c1ccc(Br)cc1)N1CCC(C(=O)N2CCN(Cc3ccccc3)CC2)CC1 | i | i | i | i | -0.1 | i | -12 | i | i | i | -12
C/C(=N\NC(=O)c1cc2ccccc2cc1O)c1ccc2c(c1)OCO2 | i | i | i | i | -0.5 | i | 81* | i | i | i | 6
C=CCOC(=O)C1C(=O)CC(C)(O)C(C(=O)OCC=C)C1c1ccc(OCC)cc1 (configuration not stated) | i | i | i | i | 0.2 | i | 1 | i | i | i | 3
CCN(CC)S(=O)(=O)c1ccc(Cl)c(C(=O)Nc2cccnc2)c1 | i | i | i | i | 1.8 | i | -2 | i | i | i | 21
CCN(CC)C(=O)Cn1cc(S(=O)(=O)CC(=O)NCCc2ccc(OC)c(OC)c2)c2ccccc21 | i | i | i | i | -0.4 | i | -3 | i | i | i | 10
NC(=O)C1CCN(C(=O)c2cc(S(=O)(=O)N3CCOCC3)c(Cl)cc2Cl)CC1 | i | i | i | i | 0.2 | i | 0 | i | i | i | 7
COc1ccc(NC(=S)N2CCN(C/C=C/c3ccccc3)CC2)cc1OC | i | i | i | i | -0.2 | i | 1 | i | i | i | 7
CCC(CC)c1nc(C#N)c(NCc2ccccc2)o1 | i | i | i | i | 2.1 | i | 6 | i | i | 27* | -6
COc1cc(OC)c(OC)cc1/C=C/C(=O)c1ccc(NS(=O)(=O)c2ccc(C)cc2)cc1 | i | i | i | i | -0.1 | i | 37 | -4.8* | i | i | 18
CC(C)Oc1ccc(Cn2c(-c3ccco3)n[nH]c2=S)cc1 | i | i | i | i | 1.8 | -7.3* | 3 | i | i | i | -1
COc1cc(CO)ccc1Oc1nc2ccccc2n2cnnc12 | i | i | i | i | 0.5 | i | 2 | i | i | i | 2
CSc1ccccc1C(=O)Nc1nc2ccccc2[nH]1 | i | i | i | i | 3.3 | i | -5 | i | i | i | 26
O=C(NCCCN1CCOCC1)c1ccc(CNS(=O)(=O)c2ccc(Br)cc2)cc1 | i | i | i | i | -0.1 | i | -6 | i | i | i | -6
CCCNC(=S)N1CCC(C(=O)c2ccc3c(c2)OCCO3)CC1 | i | i | i | i | 0.5 | i | -2 | i | i | i | -5
CCOC(=O)N1CCN(C(=O)CCN2C(=O)COc3ccc(C)cc32)CC1 | i | i | i | i | -0.4 | i | -19 | -6* | i | i | -4
CC(C)OCCCNC(=O)CN1C(=O)COc2ccc(S(=O)(=O)N3CCCCCC3)cc21 | i | i | i | i | -0.3 | i | 2 | i | i | i | 3
CC1CC1C(=O)OCC(=O)Nc1cccc([N+](=O)[O-])c1 (configuration not stated) | i | i | i | i | 0.3 | i | -8 | i | i | i | 4
CNS(=O)(=O)c1cc(-c2nnc(N3CCOCC3)c3ccccc23)ccc1C | i | i | i | i | 0.1 | i | -9 | i | i | i | -2
CN(C)c1ccc(NC(=O)CN2CCc3ccccc3C2)cc1 | i | i | i | i | 3.2 | i | -8 | i | i | i | -2
CCCCN(CC)Cc1c(C)[nH]c2ccccc2c1=O | i | i | i | i | -1.2 | i | -1 | i | i | i | 0
CN(C(=O)COC(=O)c1ccc(S(=O)(=O)N2CCCC2)cc1)c1ccccc1 | i | i | i | i | -0.4 | i | 2 | i | i | i | -2
CC(C)CN1CCC(C(=O)NCC2CCCO2)CC1 (configuration not stated) | i | i | i | i | 0.0 | i | -2 | i | i | i | -1
COc1ccc(OC)c(/C=N/n2c(COc3ccccc3)n[nH]c2=S)c1 | i | i | i | i | -29 | i | -5 | i | i | i | -5
CC1Cc2ccccc2N1C(=O)CSc1ncccc1C(=O)O (configuration not stated) | i | i | i | i | . | i | -1 | i | i | i | -3
CNC(=S)NNC(=O)c1sc2cc(C(F)(F)F)cnc2c1-c1ccccn1 | i | i | i | i | 0.5 | i | 6 | i | i | i | 1
CCOC(=O)C(C)N1C(=O)S/C(=C/c2cc(C)n(-c3ccncc3)c2C)C1=O (configuration not stated) | i | i | i | i | 0.6 | i | 6 | i | i | i | 3
OCCNCC(O)Cn1c2ccccc2c2ccccc21 (configuration not stated) | i | i | i | i | -0.6 | i | 2 | i | i | i | -3
CCOC(=O)C1=C(C)Nc2ccccc2N=C1NC(=O)Cc1ccc(Cl)c(Cl)c1 | i | i | i | i | 0.0 | i | 4 | i | i | i | 0
Cc1ccc2nsnc2c1NC(=O)c1ccc([N+](=O)[O-])o1 | i | i | i | i | 0.9 | i | 5 | i | i | i | 0
CCN(c1ccccc1)S(=O)(=O)c1cccc(C(=O)OCc2nc3sc(C)c(C)c3c(=O)[nH]2)c1 | i | i | i | i | -0.1 | i | 12 | i | i | i | 10
O=C(CCn1c(=S)[nH]c2ccccc2c1=O)Nc1ccc(F)cc1 | i | i | i | i | 0.1 | i | 3 | i | i | i | -11
CCCCn1c(SCC(=O)N(C)C2CCS(=O)(=O)C2)nc2cc(S(N)(=O)=O)ccc21 (configuration not stated) | i | i | i | i | 0.4 | i | -5 | i | i | i | -2
CC(=O)N1CCCc2cc(S(=O)(=O)N3CCc4ccccc4C3)ccc21 | i | i | i | i | -1.2 | i | -3 | i | i | i | 5
CCCN(CCC)CCNc1c(NC2CCN(C(=O)OCC)CC2)c(=O)c1=O | i | i | i | i | 0.2 | i | -1 | i | i | i | -1
Cc1cc(NC(=O)c2ccc3[nH]c(C)c(C)c3c2)ccn1 | i | i | i | i | 2.1 | i | 3 | i | i | i | -3
Cc1ccc(NS(=O)(=O)c2ccc3c(c2)NC(=O)C(C)C(=O)N3)c(Cl)c1 (configuration not stated) | i | i | i | i | -0.2 | i | 0 | i | i | i | 2
CCOC(=O)C1(Cc2cccc(Cl)c2)CCCN(C(=O)c2cccc(C)n2)C1 (configuration not stated) | i | i | i | i | -0.6 | i | -7 | i | i | i | -7
O=C(O)CC(C(=O)Nc1ccc(F)cc1)C1CCCO1 (configuration not stated) | i | i | i | i | 0.1 | i | -6 | i | i | i | 7
CC(C)(C)NC(=O)C(c1cccnc1)N(C(=O)c1ccc(Cl)nc1)C1CCCC1 (configuration not stated) | i | i | i | i | -0.2 | i | 0 | i | i | i | 5
COc1ccc(Cl)cc1NC(=O)CN1CCC(NC(=O)C2CC2)CC1 | i | i | i | i | -0.1 | i | 16 | i | i | i | -4

Assay outcomes: PubChem, several laboratories
